mABHD4 FP = inhibits mouse alpha/beta hydrolase domain 4; AID 720543; hit rate 0.54% among 370,000; purified mABHD4, FP-Rh probe fluorescence polarization; inhibition, % at 8.92 µM;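 active means inhibition exceeding the mean over every tested compound plus 3 SD, cut at about 30% in these data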;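 further: 0% = plate median of compound wells and 100% = S159A mutant with DMSO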
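Material: mouse ABHD4 enzyme, wild type; Benchmarks: S159A mutant high control, sample median low control; Buffer or medium: HEPES pH 7.0, NaCl, Pluronic buffer; Signal: fluorescence polarization; Read-out: percent inhibition of probe binding, normalized to plate controls; Timing: pre-incubation 45 min, probe exposure 60 min, at 25 °C; Dosing: 8.92 µM, single dose.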
TCR-CD3 inh = blocks the human TCR-CD3 interaction; TAMRA-labeled TCR probe fluorescence, biochemical; AID 651800; hit rate 0.37% among 360,000; inhibition, % at 9.4 µM; in the data active means inhibition above about 19%;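 further: recombinant mutant TCR 2C K166C tagged with TAMRA read by polarization; 0% = receptor in buffer alone and 100% = receptor with positive control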
GC-B act = GC-B (human) receptor activation. HEK293-GC-B cells, CNP EC30, cGMP TR-FRET; 0% at EC30 CNP, 100% saturating CNP. activation, % at 10 µM. hit rate 0.11% among 370,000. AID 1920062. P20594;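 active means activation at 10 µM reaching about 35% in either raw or pattern-adjusted values, limit read from the data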
UHRF1 binding = human UHRF1 methylated DNA binding inhibitors. Q96T88. UHRF1 binding to methylated oligo, TR-FRET. inhibition, % at 4.4 µM. hit rate 0.75% among 370,000. AID 687016; in the data active means inhibition above about 21%;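 further: UHRF1 SRA domain binding a hemimethylated CpG hairpin DNA probe; 0% = median of test compound wells and 100% = reference inhibitor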
HTRA1 inh = inhibitors of human serine peptidase HTRA1; AID 504803; hit rate 0.5% among 340,000; inhibition, % at 5.96 µM; recombinant HTRA1, FP-rhodamine activity-based probe, fluorescence polarization; in the data active means inhibition above about 36%;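 further: 0% = enzyme with DMSO and 100% = wells lacking enzyme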
rCAG RNA binder = binds r(CAG) RNA repeats; inhibition, % at 3 µM; hit rate 1.3% among 370,000; r(CAG) RNA repeat, TO-PRO-1 dye displacement fluorescence; AID 651821;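 active means inhibition above the plate cutoff, the mean of all test compounds on that plate plus 3 SD, cut at about 35% in these data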;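 further: 0% = DMSO alone and 100% = 100 µM mitoxantrone as full dye displacement; higher means more dye released from RNA so lower well fluorescence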
NPR1 activator = GC-A (human) enzyme activation; P16066; HEK293 GC-A cells, cGMP TR-FRET, EC30 ANP; 0% at EC30 ANP, 100% saturating ANP; hit rate 0.14% among 370,000; activation, % at 10 µM; in the data active means activation above about 40%
Target sequence (P16066 whole entry, looked up): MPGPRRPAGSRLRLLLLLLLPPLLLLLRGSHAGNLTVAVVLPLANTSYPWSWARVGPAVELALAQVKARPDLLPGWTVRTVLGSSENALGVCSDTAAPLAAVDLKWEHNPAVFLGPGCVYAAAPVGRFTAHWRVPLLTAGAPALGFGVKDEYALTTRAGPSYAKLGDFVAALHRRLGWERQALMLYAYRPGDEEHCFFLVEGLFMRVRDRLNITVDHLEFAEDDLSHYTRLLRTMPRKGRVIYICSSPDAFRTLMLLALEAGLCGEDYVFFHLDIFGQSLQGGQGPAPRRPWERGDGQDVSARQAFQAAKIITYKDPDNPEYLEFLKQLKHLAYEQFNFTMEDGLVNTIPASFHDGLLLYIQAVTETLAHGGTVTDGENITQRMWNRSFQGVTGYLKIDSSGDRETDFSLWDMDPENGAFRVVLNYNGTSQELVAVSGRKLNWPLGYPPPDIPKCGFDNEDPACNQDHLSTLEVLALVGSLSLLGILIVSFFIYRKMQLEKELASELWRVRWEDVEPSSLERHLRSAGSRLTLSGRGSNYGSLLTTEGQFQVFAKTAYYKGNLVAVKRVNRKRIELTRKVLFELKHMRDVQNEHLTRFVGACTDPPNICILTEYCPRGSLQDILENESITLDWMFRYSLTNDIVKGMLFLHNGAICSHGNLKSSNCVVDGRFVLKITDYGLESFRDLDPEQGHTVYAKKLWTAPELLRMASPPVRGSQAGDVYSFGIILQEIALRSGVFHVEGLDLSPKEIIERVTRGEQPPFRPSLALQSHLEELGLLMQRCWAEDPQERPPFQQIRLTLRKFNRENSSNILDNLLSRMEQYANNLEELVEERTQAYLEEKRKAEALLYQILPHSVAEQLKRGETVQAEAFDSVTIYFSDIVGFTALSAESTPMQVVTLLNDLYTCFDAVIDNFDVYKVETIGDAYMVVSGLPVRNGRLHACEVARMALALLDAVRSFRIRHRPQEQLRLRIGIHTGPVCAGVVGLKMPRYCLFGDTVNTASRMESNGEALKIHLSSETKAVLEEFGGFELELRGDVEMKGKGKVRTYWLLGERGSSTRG
PRMT1 inh = PRMT1 (human) inhibition, primary screen. Q99873. recombinant PRMT1, activity-based probe fluorescence polarization. inhibition, % at 2.79 µM. AID 652257. hit rate 1.3% among 370,000;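 active means inhibition above about 21% made by adding two undisclosed values, limit read from the data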
SIAE inh = blocks human sialic acid acetylesterase | SIAE FP-Rh probe binding, fluorescence polarization | inhibition, % at 9.66 µM | hit rate 0.69% among 370,000;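 active means inhibition above a cutoff: mean of compounds within the control limits plus 3 SD of those, cut at about 17% in these data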;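 further: 0% = plate median of compound wells and 100% = probe without SIAE protein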
MBD2 DNA inh = MBD2-methylated oligo binding inhibition. Q9UBB5. TR-FRET, MBD2 binding to methylated oligonucleotide. inhibition, % at 4.4 µM. hit rate 0.31% among 370,000; in the data active means inhibition above about 13%
The depositor's hits bear a star; . = not tested or not shown; & = joins results of further samples. These rows are one share of the data. The share of hits here may be higher or lower than overall.

SMILES	mABHD4 FP	TCR-CD3 inh	GC-B act	UHRF1 binding	HTRA1 inh	rCAG RNA binder	NPR1 activator	PRMT1 inh	SIAE inh	MBD2 DNA inh
Cc1cccc(-n2c(SCC(=O)Nc3nonc3C)nnc2-c2ccoc2C)c1	3	4	2	-2	-9	-5	0	-2	0	-4
Cc1ccc(-c2ccc(/C=N/NC(=O)CN3CCCC3)o2)cc1Cl	6	0	-5	-9	0	5	-9	-2	-2	-4
O=C(Nc1ccc(C(O)(C(F)(F)F)C(F)(F)F)cc1)c1ccc(Cl)c([N+](=O)[O-])c1	-51	3	-2	2	-11	10	2	1	-58	3
CCN(CC(=O)Nc1ccccc1OC)C(=O)CSCc1c(C)noc1C	8	2	1	0	0	-5	2	-4	-2	5
COc1ccc(-n2ncc3c2CC(C)(C)CC3NC(=O)CCn2cncn2)cc1 (centres undefined)	6	-3	1	1	3	-8	-1	6	-3	5
COc1ccc(/C=N/n2c(=S)n(C)c3ccccc32)cc1OC	3	5	1	-2	3	1	4	-1	-7	0
CCOC(=O)NC(=O)C(=CNc1ccc(C)cc1)C(=O)NC(=O)OCC	-2	-1	-10	6	4	-5	-5	2	-6	3
O=C(c1cc2nc(-c3cccs3)cc(C(F)(F)Cl)n2n1)N1CCCc2ccccc21	0	9	2	0	-5	7	4	-2	8	-4
Cc1ccc(NC(=S)N/N=C2/CCCc3c(C)cc(C)cc32)cc1	0	4	-2	-1	-3	4	-9	-2	9	0
COc1cccc(CN2C(=O)CCC2(C)C(=O)NC2CCCCCC2)c1 (centres undefined)	-6	-2	-4	0	2	-6	-2	-1	9	-5
CC[C@@H]1CC2=C(C(=O)OC(C)(C)O2)[C@@H](CC)O1	-3	3	0	-2	.	-1	2	-4	8	4
COc1ccc(N(CC(=O)Nc2ccc(F)cc2)S(=O)(=O)c2ccccc2[N+](=O)[O-])c(OC)c1	-17	-3	-3	-1	-33	15	-4	3	-3	-4
O=C1C(=O)c2c(ccc3ccccc23)-c2ccccc21	2	3	-3	0	-1	4	-3	-1	-5	2
COc1ccc([C@H]2/C=C\CN(S(=O)(=O)c3ccc4ccccc4c3)[C@@H](C)C(=O)N2Cc2ccc(F)cc2)cc1	-19	3	1	1	-28	10	-2	0	-9	3
COC(=O)c1c(N)sc2c1CC(C)(C)OC2	-4	7	2	4	2	0	-4	-2	-5	3
Nc1nc2ccc(Oc3ccccc3)cc2s1	-4	2	4	-1	-6	7	8	-3	4	-2
CC(C)C(=O)NC(c1ccc([N+](=O)[O-])cc1)c1c(O)ccc2ccccc12 (centres undefined)	-8	-2	-8	-2	-12	5	-2	2	3	1
O=C(C(Sc1ccccc1)c1ccc(Br)cc1)N1CCOCC1 (centres undefined)	-10	5	-13	0	-9	-2	-24	-2	6	2
C(#Cc1ccccc1)CN1CCN(c2ccccn2)CC1	0&-6	3&4	0&4	2&1	0&-5	1&-9	4&2	1&-2	2&4	-1&1
Cn1c(=O)c2cc(NC(=S)NC3CCCCC3)ccc2n1C/C=C/c1ccccc1	20	0	0	-4	.	7	2	-1	13	3

Profiles from above. Screens in order: mABHD4 FP | TCR-CD3 inh | GC-B act | UHRF1 binding | HTRA1 inh | rCAG RNA binder | NPR1 activator | PRMT1 inh | SIAE inh | MBD2 DNA inh
`COc1ccc([C@H]2/C=C\CN(S(=O)(=O)c3ccc4ccccc4c3)[C@@H](C)C(=O)N2Cc2ccc(F)cc2)cc1` is entered as -19 | 3 | 1 | 1 | -28 | 10 | -2 | 0 | -9 | 3
`CC[C@@H]1CC2=C(C(=O)OC(C)(C)O2)[C@@H](CC)O1` is entered as -3 | 3 | 0 | -2 | . | -1 | 2 | -4 | 8 | 4
`Cn1c(=O)c2cc(NC(=S)NC3CCCCC3)ccc2n1C/C=C/c1ccccc1` is entered as 20 | 0 | 0 | -4 | . | 7 | 2 | -1 | 13 | 3
`CC(C)C(=O)NC(c1ccc([N+](=O)[O-])cc1)c1c(O)ccc2ccccc12` (centres undefined) is entered as -8 | -2 | -8 | -2 | -12 | 5 | -2 | 2 | 3 | 1
`Nc1nc2ccc(Oc3ccccc3)cc2s1` is entered as -4 | 2 | 4 | -1 | -6 | 7 | 8 | -3 | 4 | -2

Additional records:
SMILES	mABHD4 FP	TCR-CD3 inh	GC-B act	UHRF1 binding	HTRA1 inh	rCAG RNA binder	NPR1 activator	PRMT1 inh	SIAE inh	MBD2 DNA inh
COCCn1nnnc1C1(N(Cc2cc3cc(C)ccc3[nH]c2=O)CC2CCCO2)CCN(C)CC1 (centres undefined)	1	5	-3	1	0	-5	1	-2	11	-7
COc1ccccc1N(CC(=O)Nc1ccccc1C(=O)NC(C)C)S(C)(=O)=O	1	-6	6	18	5	-1	-5	5	-4	0
CC1c2cccn2CCN1S(=O)(=O)c1ccc(F)cc1 (centres undefined)	3	3	-2	30*	12	3	0	5	7	6
CCCN(Cc1ccc(N(CC)CC)cc1)CC1CC1	9	2	-6	0	3	2	-6	0	12	-2
CC(C)CC(NC(=O)C(CC(C)C)NC(=O)OC(C)(C)C)C(N)=O (centres undefined)	3	1	2	0	-5	-2	3	-1	-2	-3
CC(C)NC(=O)COC(=O)c1cc(=O)[nH]c2ccccc12	1	0	2	-2	4	0	1	2	8	-6
COc1ccc(CCNC(=O)Nc2ccc3c(c2)c(=O)n(C)n3C)cc1OC	8	-9	-5	2	.	1	0	3	4	-3
CCCc1nc2oc3cc(OC)ccc3c(=O)c2c(=O)n1CCc1ccccc1	-1	-6	-6	2	-2	-2	-4	-3	-1	-3
Cc1ccc(N=Cc2cc(C)n(C3CCCC3)c2C)cc1	0	6	2	-2	5	2	1	0	1	-9
CC(C)CCNC(=O)C1(c2cccs2)CCOCC1	-2	8	-4	1	-3	-4	4	-2	0	-2
Cc1ccccc1OCCC(=O)OCC(=O)Nc1c(F)cccc1F	-6	-5	7	0	-9	-6	0	4	-5	0
Cc1ccc(NC(=S)NNc2ccc(C(=O)O)cc2[N+](=O)[O-])cc1C	69*	28*	2	-1	49*	35*	1	2	7	3
C[C@H](CO)N1C[C@H](C)[C@@H](CN(C)C(=O)Nc2ccc(C(F)(F)F)cc2)Oc2ccc(NC(=O)Nc3ccc4c(c3)OCO4)cc2C1=O	3	-2	-2	0	19	12	0	6	15	5
CC(C)c1cccc(C(C)C)c1NC(=O)CN(C)C1CCS(=O)(=O)C1 (centres undefined)	2	2	2	5	0	-2	0	-1	0	-1
OCCCc1nc2ccccc2[nH]1	-1	3	6	-2	-1	-2	-2	-6	-1	-1
CSc1ncccc1C(=O)OCC(=O)NCc1ccccc1	9	2	-3	-1	6	2	-2	1	-1	0
N#C/C(=C\c1coc2ccccc2c1=O)C(N)=S	-8	-13	3	-1	-10	11	-15	17	-18	-8
O=C(/C=C/c1ccccc1)Nc1ccc2c(c1)OCCO2	2	3	-2	-1	1	-4	3	1	-5	4
CC1(C)CC(Cc2ccc(C(F)(F)F)cn2)N(C(=O)OC(C)(C)C)C1 (centres undefined)	-14	-4	3	3	.	0	-5	5	3	3
Cc1nc2c(-c3ccccc3)c(C)[nH]n2c(=O)c1Cl	-1	-4	8	4	0	4	3	-1	0	-2
C[C@@H]([C@@H](O)c1ccccc1)N(C)C(=O)C(N)Cc1ccccc1 (some centres undefined)	-6	-12	-8	2	3	-2	2	-3	1	2
CSCC[C@H](NC(=O)N1CCn2c1nc1ccccc12)C(=O)N1CCCCC1	1	2	-1	0	-2	-5	-4	3	-2	2
CNC(=O)c1nc(C)n(-c2ccc(Cl)cc2Cl)n1	2	5	0	-2	2	5	-2	0	0	1
CCc1nnc(NC(=O)CN2CCCC(C)C2)s1 (centres undefined)	5	7	0	1	-4	3	2	5	-2	0
Cc1ccc(NS(=O)(=O)c2ccc(C(=O)N3CCC3)cc2)cc1	-8	-2	5	1	2	-5	3	4	-1	-5
COC(=O)Cn1c2ccc(C)cc2c2nc(C)sc21	-8	-2	9	-6	-4	2	6	9	-2	-7
CCOC(=O)C1CCCN(C(=O)c2cc(F)cc(F)c2)CC1 (centres undefined)	-1	2	2	1	.	-1	-1	-6	0	0
CC1CCCN(C(=O)c2ccc3c(c2)OCO3)C1 (centres undefined)	-8	-2	-1	2	2	0	2	-6	-2	-5
CC(C)OC(=O)c1c2c(n3ccccc13)C(=O)c1ccccc1C2=O	0	9	-7	-2	1	-3	-4	-4	-4	-6
Cc1cccc(NC(=O)c2ccc([N+](=O)[O-])cc2Cl)n1	-9	0	-3	3	2	3	1	-3	2	-1
CNNC(=O)C(C)NC(=O)c1ccc(Br)cc1 (centres undefined)	3	4	1	1	-2	1	1	-2	1	0
C#CCOCCOCCOCCNc1nc(N2CCN(C(=O)[C@H]([C@@H](C)CC)n3cc(CCC(=O)O)nn3)CC2)nc(N2CCN(C(=O)[C@H](CCCCN)n3cc(CCC(=O)O)nn3)CC2)n1	2	-6	-2	10	-1	-2	0	-1	6	2
CC(c1ccon1)N(C)C(=O)CCc1nnc(Cc2ccc(-c3ccccc3)cc2)o1 (centres undefined)	-2	-1	-2	1	-1	-10	0	2	-5	-1
O=C(O)c1ccc(/C=N/N2CCN(Cc3ccc(Cl)cc3)CC2)cc1	-1	5	3	-2	0	7	-1	-2	6	4
CCOc1ccc(N(C(C)C(=O)NN=C2CCCCCCC2)S(C)(=O)=O)cc1 (centres undefined)	0	7	-3	-1	4	-2	3	-3	-6	0
COc1ccc(-c2cc(=O)c3cc(C)ccc3[nH]2)cc1	3	-1	6	1	0	1	2	-1	-2	-2
Cn1cccc1CNC(=O)Nc1ccccc1	8	0	0	1	-2	1	4	2	9	3
NC(=O)c1ccsc1NC(=O)COC(=O)CNC(=O)c1ccc(F)cc1	6	12	-5	1	4	4	2	1	-1	-1
Nc1c(C(=O)N/N=C/c2ccc(OCc3ccccc3)cc2)cnn1-c1ccccc1	0	6	-10	2	3	2	-7	-6	-6	-1
Cc1ccc(NC(=O)CSc2nnc(CN3CCOCC3)n2-c2ccccc2)cc1	-4	5	-12	0	3	-6	-17	1	0	4
Cn1c(=O)c2nc(SCc3ccccc3)n(C)c2n(C)c1=O	2	-5	0	3	8	1	1	1	1	8
COc1cc2c(cc1OC)C(c1ccc(-c3ccc(Cl)cc3Cl)o1)=NCC2	1	2	5	-4	-56	5	-1	0	3	1
CCNC(=O)CCSc1nnc(-c2ccco2)o1	4	-1	4	4	-3	-1	-2	1	-3	3
C[C@@H]1CN(S(=O)C(C)(C)C)[C@H](CCO)/C1=C\CCO (some centres undefined)	4	0	1	-3	6	1	3	-2	-1	1
CC(C(=O)NC1CCCCCC1)N(c1ccccc1)S(C)(=O)=O (centres undefined)	-9	4	5	1	4	0	0	-4	-5	-2
O=C(CS(=O)(=O)c1cccc(C(F)(F)F)c1)Nc1ccccc1Cl	1	10	-4	-1	-4	-3	4	0	-1	2
CSCCC(NC(=O)c1ccco1)C(=O)NCc1ccc2c(c1)OCO2 (centres undefined)	3	-6	-1	3	8	-5	-1	1	3	4
COc1ccccc1NS(=O)(=O)c1ccc(C)c(NC(=O)C2CCCO2)c1 (centres undefined)	4	-8	0	0	5	2	2	-2	-1	3
CC(C)C(=O)Nc1cccc(NC(=S)NC(=O)c2ccccc2Cl)c1	-5	0	4	1	-10	-1	0	1	-7	-3
Cc1cccc(NC(=O)CN(C)S(=O)(=O)c2cccc3nsnc23)c1C	1	8	1	-1	2	-1	-2	-1	2	0
CCOC(=O)CNc1nc(-c2ccncc2)nc2ccccc12	2	-1	9	-2	-5	-5	10	-1	0	-7
CC1=NCC(C)c2c1[nH]c1ccccc21 (centres undefined)	4	-6	0	0	0	4	6	1	-3	2

Compound activity: PubChem, several laboratories
